# BCLXL inh: inhibitors of human Bcl-xL, primary screen, biochemical, fluorescence polarization, HTS; 320,000 tested, 0.7% active; GST-Bcl-xL / FITC-Bim BH3 peptide fluorescence polarization; inhibition, % at 10.9 µM;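 active = inhibition above the mean of all tested compounds plus 3 SD, cutoff set per campaign, cut at about 30% in these data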;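 note: 0% = DMSO wells and 100% = unlabeled Bim-BH3 peptide competitor; inhibitors lower millipolarization by displacing the labeled peptide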
# Target sequence (Q07817 whole entry, looked up): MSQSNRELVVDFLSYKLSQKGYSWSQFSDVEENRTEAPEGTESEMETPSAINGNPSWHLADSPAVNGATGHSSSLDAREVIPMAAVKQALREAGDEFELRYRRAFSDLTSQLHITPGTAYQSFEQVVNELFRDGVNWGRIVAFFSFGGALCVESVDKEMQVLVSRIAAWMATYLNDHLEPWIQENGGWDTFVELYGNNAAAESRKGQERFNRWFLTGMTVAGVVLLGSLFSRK
# MCL1 BIM primary: inhibitors of MCL1 binding to BIM-BH3, primary screen, biochemical, fluorescence polarization; inhibition, % at 10.9 µM; 320,000 tested, 0.68% active; GST-MCL1 / FITC-Bim-BH3 fluorescence polarization;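 active = inhibition above the mean inhibition of all tested compounds plus 3 SD, set per campaign, cut at about 40% in these data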;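 note: 0% = DMSO wells and 100% = unlabeled Bim-BH3 peptide control; higher means more loss of mP so more displacement of Bim peptide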
# Target sequence (Q07820 whole entry, looked up): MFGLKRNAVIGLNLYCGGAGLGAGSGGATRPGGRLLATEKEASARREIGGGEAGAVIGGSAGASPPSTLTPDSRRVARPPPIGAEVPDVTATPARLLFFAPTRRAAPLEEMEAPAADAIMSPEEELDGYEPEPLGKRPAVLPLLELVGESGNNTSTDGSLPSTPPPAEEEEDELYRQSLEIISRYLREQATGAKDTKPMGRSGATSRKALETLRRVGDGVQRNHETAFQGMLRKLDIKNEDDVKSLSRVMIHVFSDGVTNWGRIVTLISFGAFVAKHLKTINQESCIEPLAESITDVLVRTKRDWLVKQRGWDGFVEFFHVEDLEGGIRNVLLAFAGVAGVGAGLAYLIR
# CIT2 TOR yeast: modulators of CIT2-GFP expression in yeast, primary screen, S. cerevisiae, GFP fusion, multiplex flow cytometry, MLPCN library. AID 2029, 2009. GFP response vs DMSO, % at 10 µM. 320,000 tested, 0.065% active. S. cerevisiae CIT2-GFP strain, 3 h; 100 means same as DMSO wells;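 active = GFP response relative to DMSO above a set limit, near the screen mean plus 3 SD, cut at about 150% in these data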;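 note: ratio of well median GFP fluorescence to mean of DMSO wells on the plate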
# Fam108B counter: mouse Fam108B serine hydrolase inhibitors, primary screen, counter-screen for RBBP9 inhibitor project, biochemical, fluorescence polarization; recombinant Fam108B, FP-Rh probe fluorescence polarization; inhibition, % at 9.51 µM; 300,000 tested, 0.33% active; AID 1947, 2009;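 active = inhibition above the screen mean inhibition plus 3 SD, computed separately per campaign, cut at about 18% in these data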;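 note: inhibitors lower polarization as less probe binds the enzyme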
# MEX-5 binding: MEX-5 zinc finger RNA-binding disruptors – biochemical, C. elegans, fluorescence polarization, MLPCN library, primary screen | Zinc finger protein mex-5 (Caenorhabditis elegans), Q9XUB2 | MEX-5/FITC-TCR2 RNA binding; active compounds read low | activity score (negative = inhibition of binding), % at 10 µM | 300,000 tested, 0.38% active | AID 1832, 2009;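 active = inhibition past about -25% in most replicates, and total fluorescence under double the plate's negative control median, limit read from the data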;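 note: 0% = DMSO and -100% = 5 µM competing unlabeled TCR2 RNA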
# VLA-4 inh: inhibition in human VLA-4 binding assay, primary screen, VLA-4 allosteric modulator project, MLPCN library, flow cytometry, VLA-4 expressing cells | ligand binding flow cytometry | inhibition, % (about 7 µM as worked out from the volumes in the protocol) | 330,000 tested, 0.2% active | AID 2557, 2010; in the data active = inhibition above about 50%
# GLD-1 TGE inh: GLD-1/TGE RNA complex disruptors, primary screen, biochemical, fluorescence polarization; 320,000 tested, 0.44% active; Female germline-specific tumor suppressor gld-1 (Caenorhabditis elegans), Q17339; purified GLD-1 + fluorescein TGE RNA; AID 2280, 2010; inhibition, % at 5.96 µM;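 active = percent inhibition above a per-plate cutoff, the plate mean of test compounds plus 3 SD, cut at about 30% in these data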;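 note: 0% = DMSO wells with GLD-1 and probe and 100% = wells lacking GLD-1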
# Target sequence (Q17339 whole entry, looked up): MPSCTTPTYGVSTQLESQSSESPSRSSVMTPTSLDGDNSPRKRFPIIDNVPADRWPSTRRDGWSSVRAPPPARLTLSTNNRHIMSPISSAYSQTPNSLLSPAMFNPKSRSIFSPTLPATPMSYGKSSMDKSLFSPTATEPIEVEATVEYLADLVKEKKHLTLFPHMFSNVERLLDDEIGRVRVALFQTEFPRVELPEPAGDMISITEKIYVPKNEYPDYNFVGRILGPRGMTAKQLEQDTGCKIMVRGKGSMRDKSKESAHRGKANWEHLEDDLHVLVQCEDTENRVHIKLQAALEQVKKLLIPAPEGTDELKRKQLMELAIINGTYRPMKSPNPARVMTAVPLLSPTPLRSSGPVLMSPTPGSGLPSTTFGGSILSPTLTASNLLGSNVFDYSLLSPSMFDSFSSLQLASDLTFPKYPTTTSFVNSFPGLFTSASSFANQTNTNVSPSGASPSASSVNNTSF
# AGP1 TOR yeast: modulators of AGP1-GFP expression in yeast TOR pathway, primary screen, cell-based, multiplex flow cytometry, S. cerevisiae, MLPCN library; GFP response vs DMSO, % at 10 µM; 320,000 tested, 0.02% active; 3 h; GFP as percent of DMSO wells;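 active = GFP response relative to DMSO above a set limit, near screen average plus 3 SD, cut at about 150% in these data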;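 note: median GFP channel fluorescence of the gated AGP1 strain per well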
# GRK2 inh: compounds blocking aptamer binding on GRK2 – biochemical, human GRK2, bead flow cytometry, HTS, primary screen. Beta-adrenergic receptor kinase 1 (Homo sapiens), P25098. FAM-aptamer displacement from GRK2. inhibition of aptamer binding, % at 10 µM. 330,000 tested, 0.59% active;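 active = inhibition of aptamer binding above 40%, roughly 3 SD of noise, on plates passing a quality check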;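 note: median bead fluorescence of bound FAM aptamer so fluorescent compounds give negative values; no value below 0 was filed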
# * = called active by the depositor; . = no result given.
SMILES,BCLXL inh,MCL1 BIM primary,CIT2 TOR yeast,Fam108B counter,MEX-5 binding,VLA-4 inh,GLD-1 TGE inh,AGP1 TOR yeast,GRK2 inh
Cc1nn(C)cc1NC(=O)c1nn(C)cc1[N+](=O)[O-],0,-6,103,4,-1.2,11,5,100,4
COc1ccc(N2CCN(C(=O)c3ccc(CNS(=O)(=O)c4cc(C)ccc4C)cc3)CC2)cc1,.,.,102,.,1.0,12,.,90,0
Cc1cccc2cc(C(c3nnnn3Cc3ccccc3)N3CCN(c4ccccc4)CC3)c(=O)[nH]c12 (centres undefined),7,12,88,5,2.2,-8,2,88,0
COCCNC(=S)N1CCc2cc(OC)c(OC)cc2C1c1cccs1 (centres undefined),3,6,105,1,-2.0,-11,1,108,0
COc1ccc(-c2csc3nc[nH]c(=O)c23)cc1OC,7,1,102,1,-1.8,-11,-5,97,0
CCn1c(=O)c(CCC(=O)N2CCN(c3ccccn3)CC2)c(C)c2c(C)nn(-c3cccc(C)c3)c21,-1,-5,89,1,1.3,-5,6,89,0
CCc1ccc(NC(=O)CS(=O)CC(=O)NCC2OCCc3ccccc32)cc1 (centres undefined),1,3,94,-1,-1.3,16,-2,96,0
COCC(=O)Nc1nc2n(n1)C(c1ccccc1)CC(c1ccc(OC)cc1)N2 (centres undefined),8,7,100,0,-2.2,.,7,106,0
Cc1ccc(C(=O)N/N=c2\oc3ccccc3cc2C(N)=O)cc1,0,5,102,-6,-2.6,-246,-2,93,1
O=C(COc1ccc(-n2ccnc2)cc1)Nc1cccc(F)c1,1,3,104,0,3.9,0,-3,101,3
O=[N+]([O-])c1ccc(SCc2ccncc2)nc1,12,2,92,-3,-1.4,-4,1,97,3
CC(C)CNC(=O)COC(=O)C1c2ccccc2Oc2ccccc21,7,5,77,3,1.7,-12,-1,77,0
COC(=O)c1ccc(Cn2cnc3c(sc4nc(N5CCOCC5)c5c(c43)CCCC5)c2=O)o1,5,1,97,-4,1.8,12,-5,99,4
Cc1ccc(C(=O)NNC(=O)c2cccs2)cc1,0,0,96,0,-3.0,-10,1,98,0
COc1ccccc1-n1c(C)cc(/C=C2\C(=N)N3N=C(CC(=O)N4CCOCC4)SC3=NC2=O)c1C,-3,-8,104,-1,-1.7,7,0,55,3
CC(C)NC(=O)NC(=O)CN1C(=O)NC2(CCc3ccccc3C2)C1=O (centres undefined),1,2,103,7,-0.4,15,6,100,2
O=C(COC(=O)c1c2ccccc2cc2ccccc12)NCC(F)(F)F,-1,0,.,-4,0.1,21,7,.,0
CN(Cc1nc(-c2ccc3c(c2)OCO3)no1)CC1(N2CCOCC2)CCCCC1,2,5,115,1,0.1,-10,4,107,1
CCOC(=O)c1sc2ncn(/N=C/c3cccnc3)c(=O)c2c1C,2,-2,93,1,0.5,7,4,92,3
COc1cccc(C2=NO[C@@H]3C(=O)N(Cc4ccccc4)C(=O)[C@H]23)c1OC,7,6,92,-5,1.5,-1,7,101,2
CC1CCCC(NC(=O)c2cccs2)C1C (centres undefined),3,2,83,.,.,0,-2,89,2
CC(=O)c1ccc(-c2nnc(CCC(=O)N3CCCC(C(=O)CC(C)C)C3)o2)s1 (centres undefined),0,-3,100,-9,1.5,2,3,95,0
COc1ccc(NC(=O)CN(C)C(=O)CSCc2ccc(C)cc2)cc1,6,8,96,-1,-5.5,7,-1,105,0
COCCCN1C(=O)C(=O)/C(=C(/O)c2ccc(C)cc2)C1/C=C/c1ccccc1 (centres undefined),1,3,100,-1,1.5,10,-1,101,0
c1ccc(-c2ccc(OCCCn3cncn3)cc2)cc1,3,-1,98,2,.,-5,2,98,0

# Next part:
SMILES,BCLXL inh,MCL1 BIM primary,CIT2 TOR yeast,Fam108B counter,MEX-5 binding,VLA-4 inh,GLD-1 TGE inh,AGP1 TOR yeast,GRK2 inh
Cc1cc(N2CCN(c3ccccc3)CC2)nc(NCc2ccccc2)n1,4,3,99,3,-1.3,0,7,111,0
CCn1c2c(c3cc(Cl)ccc31)CCCC2=O,1,-8,88,3,2.8,-1,-9,96,0
CC1C(=O)C(C)(C)C(=O)OC1c1ccc([N+](=O)[O-])cc1 (centres undefined),5,-4,96,0,-1.5,0,-4,86,0
OCCC1CCCCN1CC(O)COCc1ccc(Cl)cc1 (centres undefined),-4,-10,97,-2,1.3,-19,-5,94,0
C=CCn1c(SCC(=O)NCCCO)nc2sc3c(c2c1=O)CCC3,2,1,109,5,-0.4,9,4,94,3
Cc1cccc(C)c1OCC(=O)Nc1cccc(-c2nnc(-c3ccccc3)o2)c1,5,5,105,-17,0.4,12,2,106,1
COc1ccc(N(C(=O)c2snc(C(N)=O)c2N)C(C(=O)NCc2ccc(F)cc2)c2ccc(O)cc2)cc1 (centres undefined),-4,0,106,-21,0.8,-5,7,100,6
O=C(Cn1c(SCC(=O)N2CCc3ccccc3C2)nc2ccccc21)NC1CCCC1,1,-4,95,0,2.2,1,-2,91,0
CC1CCN(c2ccc3nnc(CCC(=O)NCC(C)c4ccccc4)n3n2)CC1 (centres undefined),-1,-5,104,3,4.3,-7,2,99,1
COCCN(C(=O)CNC(=O)c1ccco1)C(C(=O)NC1CCCC1)c1ccc(OC)c(OC)c1 (centres undefined),5,-2,110,2,1.4,4,3,102,1
CN(C(=O)c1cccc(NC(=O)c2ccco2)c1)c1ccccc1,0,-11,99,-3,0.8,-5,5,86,0
CCOC(=O)/C=C/C(=O)Nc1ccc(S(=O)(=O)N2CCCCCC2)cc1,5,-9,97,-5,-0.8,4,0,110,1
O=C(c1oc2ccccc2c1CSCc1ccccc1)N1CCN(c2ncccn2)CC1,16,10,94,-2,-1.4,0,10,94,2
CCOC(=O)/C=C/C(=O)OCC(=O)Nc1ccc(C)cc1,-2,0,96,1,-0.5,-12,7,111,3
O=C(NCCCN1CCCC1=O)c1ccc(NS(=O)(=O)c2cccc([N+](=O)[O-])c2)cc1,4,1,91,-1,-0.7,1,9,104,1
COc1ccc(N=C2SC(CC(=O)Nc3cccc(Cl)c3)C(=O)N2Cc2ccco2)cc1 (centres undefined),1,20,95,-2,0.6,13,-2,101,0
COc1ccc(C(=O)/C=C/NCc2ccc(C)cc2)cc1,2,-3,89,-1,4.1,-9,-8,91,2
COc1ccc(S(=O)(=O)N2CCOCC2)cc1NC(=O)CCNC(=O)c1ccc([N+](=O)[O-])cc1,-15,-20,104,.,.,10,-5,102,0
C=CCn1c(=S)[nH]c2cc(-c3ccccc3)sc2c1=O,4,-2,101,-4,-1.1,-7,-4,95,1
CCNS(=O)(=O)c1ccc(CCC(=O)N2CCc3ccccc3C2)cc1,4,10,112,4,-2.4,21,0,107,2
Cc1ccc(-c2noc(CCC(=O)NCCCN3CCN(c4ccc(F)cc4)CC3)n2)cc1,-2,-1,99,-3,1.9,2,-5,98,0
O=C(CN1CCN(Cc2ccccc2)CC1)N/N=C/c1c[nH]c2ccccc12,1,-2,94,2,-0.7,22,-3,94,0
COCCSc1nnc(NC(=O)C2CC(=O)N(c3ccc(Cl)cc3)C2)s1 (centres undefined),4,0,96,6,-1.6,-8,7,101,4
Cc1cccc(C)c1NC(=O)C1(N(Cc2ccco2)C(=O)CC2NC(=O)NC2=O)CCCC1 (centres undefined),3,4,105,0,1.0,0,5,98,0
Brc1ccc(/C=N/Nc2nncc(-c3ccccc3)n2)o1,5,-1,101,1,-0.5,20,2,95,1

# Part of the list above in order of molecular weight, falling:
SMILES,BCLXL inh,MCL1 BIM primary,CIT2 TOR yeast,Fam108B counter,MEX-5 binding,VLA-4 inh,GLD-1 TGE inh,AGP1 TOR yeast,GRK2 inh
COc1ccc(N(C(=O)c2snc(C(N)=O)c2N)C(C(=O)NCc2ccc(F)cc2)c2ccc(O)cc2)cc1 (centres undefined),-4,0,106,-21,0.8,-5,7,100,6
COc1ccc(S(=O)(=O)N2CCOCC2)cc1NC(=O)CCNC(=O)c1ccc([N+](=O)[O-])cc1,-15,-20,104,.,.,10,-5,102,0
COCCN(C(=O)CNC(=O)c1ccco1)C(C(=O)NC1CCCC1)c1ccc(OC)c(OC)c1 (centres undefined),5,-2,110,2,1.4,4,3,102,1
COc1ccc(N=C2SC(CC(=O)Nc3cccc(Cl)c3)C(=O)N2Cc2ccco2)cc1 (centres undefined),1,20,95,-2,0.6,13,-2,101,0
O=C(NCCCN1CCCC1=O)c1ccc(NS(=O)(=O)c2cccc([N+](=O)[O-])c2)cc1,4,1,91,-1,-0.7,1,9,104,1
CC1CCN(c2ccc3nnc(CCC(=O)NCC(C)c4ccccc4)n3n2)CC1 (centres undefined),-1,-5,104,3,4.3,-7,2,99,1
Cc1cccc(C)c1OCC(=O)Nc1cccc(-c2nnc(-c3ccccc3)o2)c1,5,5,105,-17,0.4,12,2,106,1
CCOC(=O)/C=C/C(=O)Nc1ccc(S(=O)(=O)N2CCCCCC2)cc1,5,-9,97,-5,-0.8,4,0,110,1
O=C(CN1CCN(Cc2ccccc2)CC1)N/N=C/c1c[nH]c2ccccc12,1,-2,94,2,-0.7,22,-3,94,0
Brc1ccc(/C=N/Nc2nncc(-c3ccccc3)n2)o1,5,-1,101,1,-0.5,20,2,95,1
CCOC(=O)/C=C/C(=O)OCC(=O)Nc1ccc(C)cc1,-2,0,96,1,-0.5,-12,7,111,3
COc1ccc(C(=O)/C=C/NCc2ccc(C)cc2)cc1,2,-3,89,-1,4.1,-9,-8,91,2
CCn1c2c(c3cc(Cl)ccc31)CCCC2=O,1,-8,88,3,2.8,-1,-9,96,0

# Compound profiles, as listed above. Order of values: BCLXL inh	MCL1 BIM primary	CIT2 TOR yeast	Fam108B counter	MEX-5 binding	VLA-4 inh	GLD-1 TGE inh	AGP1 TOR yeast	GRK2 inh
# C=CCn1c(=S)[nH]c2cc(-c3ccccc3)sc2c1=O reads 4	-2	101	-4	-1.1	-7	-4	95	1
# Cc1cccc(C)c1NC(=O)C1(N(Cc2ccco2)C(=O)CC2NC(=O)NC2=O)CCCC1 (centres undefined) reads 3	4	105	0	1.0	0	5	98	0

# Additional records follow.
SMILES,BCLXL inh,MCL1 BIM primary,CIT2 TOR yeast,Fam108B counter,MEX-5 binding,VLA-4 inh,GLD-1 TGE inh,AGP1 TOR yeast,GRK2 inh
CCN(CC)S(=O)(=O)c1ccc(/C=C/C(=O)Nc2ccc(N3CCOCC3)cc2)cc1,1,-4,97,2,1.1,-2,1,101,1
CC1=CC(C)(C)NC(=S)N1c1cc(C)cc(C)c1,7,0,113,0,1.7,3,0,111,0
FC(F)(F)c1ccc2c(c1)NCC1CCCN21 (centres undefined),-3,-14,100,4,3.7,-1,-3,98,4
COc1ccc2c(c1)C1NC(=S)NC(C)(O2)C1C(=O)Nc1ccc(C)cc1C (centres undefined),-5,-1,103,4,1.6,11,6,103,2
Oc1sc(C=Nc2ccc(F)cc2)c2ccccc12,-11,-29,97,12,-20,20,-116,97,12
O=C(CCSc1nc(-c2ccco2)cc(C(F)(F)F)n1)Nc1ccc2c(c1)OCO2,-1,-2,86,1,2.8,11,-1,.,0
OC(C#CCN1CCCCC1)c1ccccc1 (centres undefined),2,5,100,1,-0.2,-1,9,103,2
